Bioassay records as filed in PubChem.
PME-1 primary = blocks human protein phosphatase methylesterase 1. Q9Y570. recombinant PME-1, FP-Rh probe fluorescence polarization. inhibition, % at 5.9 µM. actives 0.53% (n = 320,000). AID 2130;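 active = inhibition above the campaign mean of all compounds plus 3 SD, cut at about 26% in these data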;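 also: competitive labeling of PME-1 active site by serine hydrolase directed probe; 0% = PME-1 with DMSO and 100% = wells lacking PME-1 enzyme; inhibitors block probe labeling so polarization falls and inhibition rises; many of its hits are not listed in these tables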
TPT1 inh = blocks Candida albicans tRNA 2'-phosphotransferase. recombinant caTPT1, FP RNA substrate dephosphorylation. inhibition, % at 5 µM. actives 0.81% (n = 300,000);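 active = inhibition above the mean of all tested compounds plus 3 SD, set per screening campaign, cut at about 24% in these data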;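 also: plate controls were DMSO alone for no effect and ferristatin control at 100 nM for full effect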
MEX-5 binding = C. elegans MEX-5 TCR-2 RNA binding activity. Q9XUB2. MEX-5/FITC-TCR2 RNA binding, fluorescence polarization; stronger effect = lower value. activity score (negative = inhibition of binding), % at 10 µM. actives 0.38% (n = 300,000);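 active = inhibition past about -25% in most replicates, and total fluorescence under double the plate's negative control median, limit read from the data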;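 also: 0% = DMSO and -100% = 5 µM competing unlabeled TCR2 RNA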
Bcl-xL primary = inhibitors of human Bcl-xL; actives 0.7% (n = 320,000); Q07817; inhibition, % at 10.9 µM; GST-Bcl-xL / FITC-Bim BH3 peptide fluorescence polarization;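 active = inhibition above the mean of all tested compounds plus 3 SD, cutoff set per campaign, cut at about 30% in these data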;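 also: 0% = DMSO wells and 100% = unlabeled Bim-BH3 peptide competitor; inhibitors lower millipolarization by displacing the labeled peptide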
Target sequence (Q07817 whole entry, looked up): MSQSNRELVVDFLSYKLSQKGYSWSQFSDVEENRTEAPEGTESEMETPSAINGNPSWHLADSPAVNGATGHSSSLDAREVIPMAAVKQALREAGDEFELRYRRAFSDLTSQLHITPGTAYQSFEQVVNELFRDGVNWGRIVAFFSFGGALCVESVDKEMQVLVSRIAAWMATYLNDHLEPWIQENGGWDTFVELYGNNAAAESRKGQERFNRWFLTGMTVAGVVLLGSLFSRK
Fam108B inh = blocks mouse Fam108B hydrolase in RBBP9 counter-screen; recombinant Fam108B, FP-Rh probe fluorescence polarization; inhibition, % at 9.51 µM; actives 0.33% (n = 300,000); AID 1947;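 active = inhibition above the screen mean inhibition plus 3 SD, computed separately per campaign, cut at about 18% in these data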;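 also: inhibitors lower polarization as less probe binds the enzyme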
MCL1 BIM primary = disrupts human MCL1 binding to BIM-BH3 peptide. AID 2057. actives 0.68% (n = 320,000). GST-MCL1 / FITC-Bim-BH3 fluorescence polarization. inhibition, % at 10.9 µM;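 active = inhibition above the mean inhibition of all tested compounds plus 3 SD, set per campaign, cut at about 40% in these data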;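 also: 0% = DMSO wells and 100% = unlabeled Bim-BH3 peptide control; higher means more loss of mP so more displacement of Bim peptide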
Target sequence (Q07820 whole entry, looked up): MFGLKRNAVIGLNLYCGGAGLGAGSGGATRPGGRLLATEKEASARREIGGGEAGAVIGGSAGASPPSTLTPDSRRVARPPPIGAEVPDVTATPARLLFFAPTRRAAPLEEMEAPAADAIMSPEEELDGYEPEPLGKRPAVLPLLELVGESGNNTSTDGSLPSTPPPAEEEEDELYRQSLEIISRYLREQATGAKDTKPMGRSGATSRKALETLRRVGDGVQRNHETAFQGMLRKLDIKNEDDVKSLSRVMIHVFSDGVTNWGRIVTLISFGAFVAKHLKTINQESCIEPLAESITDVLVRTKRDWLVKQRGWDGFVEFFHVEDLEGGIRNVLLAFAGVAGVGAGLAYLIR
GLD-1 RNA inh = GLD-1-TGE RNA interaction inhibition (C. elegans). inhibition, % at 5.96 µM. AID 2280. purified GLD-1 + fluorescein TGE RNA, fluorescence polarization. actives 0.44% (n = 320,000). Q17339;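 active = percent inhibition above a per-plate cutoff, the plate mean of test compounds plus 3 SD, cut at about 30% in these data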;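 also: 0% = DMSO wells with GLD-1 and probe and 100% = wells lacking GLD-1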
Target sequence (Q17339 whole entry, looked up): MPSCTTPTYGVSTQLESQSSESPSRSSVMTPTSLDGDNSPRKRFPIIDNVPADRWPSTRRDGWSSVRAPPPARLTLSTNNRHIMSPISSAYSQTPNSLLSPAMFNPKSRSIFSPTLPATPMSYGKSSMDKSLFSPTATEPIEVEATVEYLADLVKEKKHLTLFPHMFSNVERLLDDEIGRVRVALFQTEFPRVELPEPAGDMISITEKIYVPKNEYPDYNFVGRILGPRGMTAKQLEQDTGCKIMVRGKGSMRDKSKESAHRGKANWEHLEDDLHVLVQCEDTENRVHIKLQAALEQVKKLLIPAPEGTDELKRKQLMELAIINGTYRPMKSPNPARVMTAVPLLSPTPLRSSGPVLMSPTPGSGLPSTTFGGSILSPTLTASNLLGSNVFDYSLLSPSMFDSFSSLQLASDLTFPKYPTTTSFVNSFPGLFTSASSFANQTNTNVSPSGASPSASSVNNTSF
GSTO1 inh = counter-screen for RBBP9 inhibitors: inhibitors of human GSTO1 | actives 1.1% (n = 300,000) | AID 1974 | recombinant GSTO1, activity-based probe fluorescence polarization | P78417 | inhibition, % at 5.96 µM;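 active = inhibition above the campaign mean inhibition plus 3 SD, cut at about 35% in these data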;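 also: 0% = GSTO1-1 with DMSO and 100% = wells lacking GSTO1-1 enzyme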
PAD4 inh = PAD4 (human) enzyme inhibition; Q9UM07; recombinant PAD4, RCA probe fluorescence polarization; inhibition, % at 6.36 µM; actives 0.41% (n = 330,000); AID 485272;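 active = percent inhibition above a cutoff equal to the mean of all tested compounds plus 3 SD, cut at about 15% in these data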;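 also: 0% = PAD4 with RCA probe and DMSO and 100% = probe without PAD4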
Starred values were filed as active, the others as inactive.

`CCOC(=O)C(=O)N/N=C/c1cccc(Br)c1` gave PME-1 primary -9, TPT1 inh 0, MEX-5 binding -2.0, Bcl-xL primary 3, Fam108B inh 1, MCL1 BIM primary 2, GLD-1 RNA inh 4, GSTO1 inh 7 and PAD4 inh 2.
Screening N=c1sccn1CC(=O)NCCc1ccc(Cl)cc1 returned PME-1 primary 1, TPT1 inh 1, MEX-5 binding -0.3, Bcl-xL primary 2, Fam108B inh 1, MCL1 BIM primary 1, GLD-1 RNA inh -8, GSTO1 inh 6 and PAD4 inh -2.
`CCCCn1c(CCC(=O)O)nc2c1c(=O)[nH]c(=O)n2CCC` gave PME-1 primary 1, TPT1 inh -1, MEX-5 binding -3.9, Bcl-xL primary 1, Fam108B inh -4, MCL1 BIM primary 3, GLD-1 RNA inh 2, GSTO1 inh 0 and PAD4 inh -1.
Screening OCCC1CN(Cc2c(O)ccc3ccccc23)CCN1CCc1ccccc1 (configuration not stated) returned PME-1 primary -3, TPT1 inh -5, MEX-5 binding 1.2, Bcl-xL primary 8, Fam108B inh -1, MCL1 BIM primary 0, GLD-1 RNA inh 0, GSTO1 inh 5 and PAD4 inh -8.
Screening Cc1[nH]c2ccc(C(=O)OCCN(C)C)cc2c1C returned PME-1 primary 4, TPT1 inh 1, MEX-5 binding -0.4, Bcl-xL primary 2, Fam108B inh 3, MCL1 BIM primary 0, GLD-1 RNA inh 6, GSTO1 inh 0 and PAD4 inh 6.
O=C(/C=C/c1cccc([N+](=O)[O-])c1)NCCSc1ccccc1 was read as PME-1 primary 3, TPT1 inh -6, MEX-5 binding 1.4, Bcl-xL primary 6, Fam108B inh 0, MCL1 BIM primary 1, GLD-1 RNA inh 0, GSTO1 inh 1 and PAD4 inh 2.
For CCOc1ccc(NC(=O)N2CCC(C(=O)c3ccc(F)cc3)CC2)cc1 the results were PME-1 primary -1, TPT1 inh -3, MEX-5 binding -1.5, Bcl-xL primary 5, Fam108B inh 1, MCL1 BIM primary 4, GLD-1 RNA inh -4, GSTO1 inh 8 and PAD4 inh 3.
For COC(=O)c1cc(NC2c3ncccc3C(=O)N2Cc2ccccc2)cc(C(=O)OC)c1 (configuration not stated) the results were PME-1 primary 2, TPT1 inh -2, MEX-5 binding -0.5, Bcl-xL primary 1, Fam108B inh 3, MCL1 BIM primary -1, GLD-1 RNA inh 3, GSTO1 inh 1 and PAD4 inh -4.
`O=C(COc1ccc([N+](=O)[O-])cc1)N(Cc1ccccc1)Cc1ccccc1` gave PME-1 primary 1, TPT1 inh -3, MEX-5 binding 0.0, Bcl-xL primary 3, Fam108B inh 7, MCL1 BIM primary 16, GLD-1 RNA inh 4, GSTO1 inh 4 and PAD4 inh -5.
For O=Cc1cn(CC(=O)N2CCOCC2)c2ccccc12 the results were PME-1 primary -1, TPT1 inh -1, MEX-5 binding -0.3, Bcl-xL primary -4, Fam108B inh 0, MCL1 BIM primary -9, GLD-1 RNA inh 2, GSTO1 inh -3 and PAD4 inh 1.
C=CC[N+](C)(C)CCN1C(=O)C2C(c3ccccc3)C=CC(c3ccccc3)C2C1=O (configuration not stated) was read as PME-1 primary -2, TPT1 inh -2, MEX-5 binding -0.2, Bcl-xL primary 2, Fam108B inh 3, MCL1 BIM primary -5, GLD-1 RNA inh 3, GSTO1 inh 3 and PAD4 inh 0.
Screening COc1ccc(C2C(C#N)=C(N)Oc3cc(C)n(Cc4ccncc4)c(=O)c32)cc1 (configuration not stated) returned PME-1 primary -2, TPT1 inh -8, MEX-5 binding 0.4, Bcl-xL primary 15, Fam108B inh -1, MCL1 BIM primary 13, GLD-1 RNA inh 15, GSTO1 inh -6 and PAD4 inh -3.
For O=C(Nc1cccc(O)c1)c1noc2c1CCCCC2 the results were PME-1 primary -5, TPT1 inh -1, MEX-5 binding 1.5, Bcl-xL primary 2, Fam108B inh -1, MCL1 BIM primary 1, GLD-1 RNA inh 1, GSTO1 inh -2 and PAD4 inh -2.
Screening COC(=O)C[N+](C)(C)C/C=C\c1ccccc1 returned PME-1 primary 4, TPT1 inh -8, MEX-5 binding 0.9, Bcl-xL primary 6, Fam108B inh 0, MCL1 BIM primary 3, GLD-1 RNA inh -7, GSTO1 inh 12 and PAD4 inh 3.
`O=C(COC(=O)[C@@H]1CCCN1S(=O)(=O)c1ccccc1F)c1ccccc1` gave PME-1 primary 1, TPT1 inh 0, MEX-5 binding -0.5, Bcl-xL primary 4, Fam108B inh 2, MCL1 BIM primary -4, GLD-1 RNA inh 4, GSTO1 inh 8 and PAD4 inh -9.
For CC1(C)CCC[C@@]2(C)CC=C(C(=O)O)[C@@H]3C[C@]312 the results were PME-1 primary 3, TPT1 inh -2, MEX-5 binding -4.1, Bcl-xL primary 1, Fam108B inh -2, MCL1 BIM primary 1, GLD-1 RNA inh 7, GSTO1 inh 14 and PAD4 inh -3.
`COc1ccc(C)cc1NC(=O)CSc1ccc(-c2ccco2)nn1` gave PME-1 primary 2, TPT1 inh -1, MEX-5 binding 0.7, Bcl-xL primary 5, Fam108B inh -1, MCL1 BIM primary 11, GLD-1 RNA inh 6, GSTO1 inh 3 and PAD4 inh -1.
For CCc1ccc(-c2cc(C)no2)cc1S(=O)(=O)NCCc1ccccc1 the results were PME-1 primary -2, TPT1 inh -1, MEX-5 binding 0.7, Bcl-xL primary 8, Fam108B inh -6, MCL1 BIM primary 2, GLD-1 RNA inh 5, GSTO1 inh -18 and PAD4 inh 1.
Cc1cccc(/C=C/c2nc3ccccc3c(=O)[nH]2)c1 was read as PME-1 primary -13, TPT1 inh 1, MEX-5 binding 3.5, Bcl-xL primary 1, Fam108B inh -1, MCL1 BIM primary -1, GLD-1 RNA inh 7, GSTO1 inh -7 and PAD4 inh -1.
COc1ccc(CC2C(=O)OC(C)(C)OC2=O)c(Cl)c1OC was read as PME-1 primary -2, TPT1 inh -2, MEX-5 binding 0.5, Bcl-xL primary 4, Fam108B inh 0, MCL1 BIM primary -2, GLD-1 RNA inh 5, GSTO1 inh -7 and PAD4 inh -1.
CCC(=O)NCCc1nc2cc(NC(=O)Nc3ccccc3)ccc2n1C was read as PME-1 primary -3, TPT1 inh -1, MEX-5 binding -1.9, Bcl-xL primary 0, Fam108B inh -5, MCL1 BIM primary -4, GLD-1 RNA inh 2, GSTO1 inh 1 and PAD4 inh 3.
`CC1CCN(S(=O)(=O)c2cccc(C(=O)N(C)C3CCS(=O)(=O)C3)c2)CC1` (configuration not stated) gave PME-1 primary 3, TPT1 inh -3, MEX-5 binding -1.8, Bcl-xL primary 1, Fam108B inh -3, MCL1 BIM primary 3, GLD-1 RNA inh -2, GSTO1 inh 3 and PAD4 inh 4.
COc1ccc(NC(=O)c2nc[nH]c2C(=O)N2CCN(c3ccccc3)CC2)cc1 was read as PME-1 primary 1, TPT1 inh -3, MEX-5 binding -1.6, Bcl-xL primary 4, Fam108B inh -2, MCL1 BIM primary 6, GLD-1 RNA inh 1, GSTO1 inh 1 and PAD4 inh -6.
For O=C(c1ccc(Cl)cc1[N+](=O)[O-])N1CCN(c2ccccn2)CC1 the results were PME-1 primary 3, TPT1 inh 0, MEX-5 binding 2.4, Bcl-xL primary 2, Fam108B inh -3, MCL1 BIM primary -8, GLD-1 RNA inh 1, GSTO1 inh 9 and PAD4 inh -1.
NNC(=O)c1ccc(COc2ccc3c(c2)CCC3)cc1 was read as PME-1 primary -4, TPT1 inh -2, MEX-5 binding -0.3, Bcl-xL primary 2, Fam108B inh -1, MCL1 BIM primary 8, GLD-1 RNA inh 7, GSTO1 inh 3 and PAD4 inh -1.
Screening Cc1nc2n(COCCO)cnn2c(=O)c1Br returned PME-1 primary 5, TPT1 inh 0, MEX-5 binding -0.5, Bcl-xL primary 7, Fam108B inh 10, MCL1 BIM primary 14, GLD-1 RNA inh -7, GSTO1 inh 1 and PAD4 inh 0.
CCC(=O)c1cc2c(cc1NC(=O)c1ccc(C)cc1)OCCO2 was read as PME-1 primary 1, TPT1 inh 2, MEX-5 binding 1.0, Bcl-xL primary 5, Fam108B inh -2, MCL1 BIM primary 12, GLD-1 RNA inh 5, GSTO1 inh 5 and PAD4 inh 0.
For CCc1ccc(N2CC(C(=O)OCC(=O)Nc3ccc(C(C)=O)cc3)CC2=O)cc1 (configuration not stated) the results were PME-1 primary -1, Bcl-xL primary 4, MCL1 BIM primary 6, GLD-1 RNA inh -2 and PAD4 inh -1.
Screening CC(C)(C)c1ccc(/C=C/C(=O)NC2=NCCS2)cc1 returned PME-1 primary 0, TPT1 inh 1, MEX-5 binding -1.1, Bcl-xL primary 3, Fam108B inh 1, MCL1 BIM primary -3, GLD-1 RNA inh 3, GSTO1 inh -10 and PAD4 inh 3.
Screening COCCCNC(=O)CSc1c2c(nc3ccc(Cl)cc13)CCCC2 returned PME-1 primary 8, TPT1 inh -1, MEX-5 binding -2.8, Bcl-xL primary 5, Fam108B inh 1, MCL1 BIM primary 14, GLD-1 RNA inh 3, GSTO1 inh -13 and PAD4 inh 3.
CCCCP(=O)(CCCC)c1ccccc1C(=O)O was read as PME-1 primary -7, TPT1 inh 1, MEX-5 binding 1.7, Bcl-xL primary 4, Fam108B inh 5, MCL1 BIM primary 10, GLD-1 RNA inh -1, GSTO1 inh 6 and PAD4 inh -5.
Screening Nc1nc(SC23CC4CC(CC(C4)C2)C3)ns1 returned PME-1 primary -8, TPT1 inh -2, MEX-5 binding -0.3, Bcl-xL primary 3, Fam108B inh -1, MCL1 BIM primary 8, GLD-1 RNA inh -6, GSTO1 inh 4 and PAD4 inh 0.
For Cc1noc(NS(=O)(=O)c2ccc(NC(=O)CCC3CCCC3)cc2)c1C the results were PME-1 primary -2, TPT1 inh 4, MEX-5 binding 0.1, Bcl-xL primary 0, Fam108B inh 0, MCL1 BIM primary -4, GLD-1 RNA inh 2, GSTO1 inh -1 and PAD4 inh 6.
`Nc1c(Cl)ncnc1N1CCCC1` gave PME-1 primary -2, TPT1 inh -1, MEX-5 binding 1.3, Bcl-xL primary 0, Fam108B inh -8, MCL1 BIM primary 2, GLD-1 RNA inh -2, GSTO1 inh 0 and PAD4 inh -3.
For COc1cccc(CCNC(=O)CCc2nnc(Cc3cc(OC)ccc3OC)o2)c1 the results were PME-1 primary 0, TPT1 inh 0, MEX-5 binding 0.3, Bcl-xL primary 4, Fam108B inh 2, MCL1 BIM primary 6, GLD-1 RNA inh -4, GSTO1 inh 5 and PAD4 inh -2.
Screening Nc1nonc1-c1nc2ccccc2n1Cc1ccc(F)cc1Cl returned PME-1 primary -1, TPT1 inh 7, MEX-5 binding -5.0, Bcl-xL primary -4, Fam108B inh -1, MCL1 BIM primary -7, GLD-1 RNA inh -6, GSTO1 inh -2 and PAD4 inh 3.
CCOc1ccc(C(=O)NCc2ccc3c(c2)OCO3)cc1OCC was read as PME-1 primary 3, TPT1 inh -1, MEX-5 binding 2.5, Bcl-xL primary 3, Fam108B inh -1, MCL1 BIM primary 9, GLD-1 RNA inh 3, GSTO1 inh 1 and PAD4 inh 4.
Screening COCCN(C(=O)CN1CCN(S(=O)(=O)c2ccc(F)cc2)CC1)c1c(N)n(Cc2ccccc2)c(=O)[nH]c1=O returned PME-1 primary -9, TPT1 inh 2, MEX-5 binding 1.4, Bcl-xL primary 2, Fam108B inh 2, MCL1 BIM primary -6, GLD-1 RNA inh 4, GSTO1 inh 6 and PAD4 inh 0.

These rows are one share of the data, so the mix of outcomes need not match the whole.
